# SUMO1-SIM PPI: SUMO1-SIM interaction modulation. AID 602429. inhibition, % at 20 µM. SUMO1 binding to a labelled peptide, TR-FRET, 1 h. P63165. actives 0.33% (n = 360,000); in the data active = inhibition above about 37%
# Rin1 Abl inh: human Rin1-Abl interaction inhibition; P00519+Q13671; TR-FRET Rin1/Abl binding, biochemical; inhibition, % at 7.35 µM; actives 0.4% (n = 360,000); AID 588664; in the data active = inhibition above about 5%, passing the limit was not always enough
# NadD inh: blocks S. aureus nicotinate mononucleotide adenylyltransferase; purified NadD enzyme, colorimetric absorbance read-out; inhibition, % at 20 µM; actives 0.78% (n = 360,000); in the data active = inhibition above about 26%; also: some compounds past the cut are filed as inactive
# STEP inh: blocks human striatal-enriched tyrosine phosphatase; P54829; recombinant STEP, OMFP fluorogenic substrate, fluorescence; inhibition, % at 20 µM; actives 0.25% (n = 360,000); AID 588621;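 active = inhibition at 20 µM, scaled per plate between control wells, above about 37%, limit read from the data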;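 also: 0% = DMSO with enzyme and substrate and 100% = substrate only without enzyme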
# Target sequence (P54829 whole entry, looked up): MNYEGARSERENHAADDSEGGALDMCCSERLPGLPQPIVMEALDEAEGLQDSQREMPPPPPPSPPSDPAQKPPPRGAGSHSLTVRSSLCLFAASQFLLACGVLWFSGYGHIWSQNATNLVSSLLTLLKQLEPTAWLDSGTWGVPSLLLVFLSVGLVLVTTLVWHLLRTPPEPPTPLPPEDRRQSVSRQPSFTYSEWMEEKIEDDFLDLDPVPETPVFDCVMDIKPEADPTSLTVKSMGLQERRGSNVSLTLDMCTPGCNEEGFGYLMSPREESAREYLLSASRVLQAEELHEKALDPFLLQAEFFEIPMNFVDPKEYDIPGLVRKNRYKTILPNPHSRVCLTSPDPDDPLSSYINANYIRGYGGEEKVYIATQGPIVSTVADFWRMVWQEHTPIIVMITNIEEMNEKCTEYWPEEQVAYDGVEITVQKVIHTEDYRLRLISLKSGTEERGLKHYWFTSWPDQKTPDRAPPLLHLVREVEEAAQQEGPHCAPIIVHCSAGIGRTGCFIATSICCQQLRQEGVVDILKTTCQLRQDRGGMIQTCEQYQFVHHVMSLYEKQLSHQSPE
#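 material = STEP tyrosine phosphatase | reagent = fluorogenic phosphatase substrate OMFP at 25 µM final | doses = single compound dose of 20 µM, 1% DMSO final | schedule = 20 min reaction, room temperature, in the dark | measured by = fluorescence, 480/540 nm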
# CSN inh: inhibitors of human CSN-mediated cullin deneddylation; Q92905; Purified CSN, SCF-Nedd8-OG deneddylation, fluorescence polarization; inhibition, % at 12.5 µM; actives 0.38% (n = 360,000);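 active = pattern-corrected inhibition above about 35%, with an unprinted fluorescence ratio check between 0.5 and 1.5, limit read from the data, passing the limit was not always enough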;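 also: 0% = enzyme with substrate and 100% = substrate without enzyme; some results filed as inactive read as strong as hits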
# Target sequence (Q92905 whole entry, looked up, one chain of several): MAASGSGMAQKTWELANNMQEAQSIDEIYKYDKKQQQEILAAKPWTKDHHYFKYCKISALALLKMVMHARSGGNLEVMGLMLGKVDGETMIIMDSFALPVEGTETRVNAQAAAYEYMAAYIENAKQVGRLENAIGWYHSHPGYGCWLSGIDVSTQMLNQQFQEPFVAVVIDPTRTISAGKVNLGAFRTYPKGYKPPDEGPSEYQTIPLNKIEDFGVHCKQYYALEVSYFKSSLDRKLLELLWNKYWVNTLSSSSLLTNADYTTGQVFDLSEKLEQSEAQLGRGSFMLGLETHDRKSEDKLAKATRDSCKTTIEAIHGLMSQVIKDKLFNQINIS
#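 assay system = purified human Csn5 enzyme expressed in HEK293T cells | amount = 0.24 nM enzyme | buffer or medium = Tris/NaCl/DTT buffer, pH 7.5 | reagent = 10 nM SCFSkp2-Nedd8OG | compound = one concentration, 12.5 µM, 0.25% DMSO | times = 90 min reaction at room temperature | signal = FP | read-out basis = % inhibition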
# Scp1 inh: inhibitors of human Scp-1 phosphatase. actives 0.88% (n = 340,000). Recombinant Scp1, phosphopeptide, malachite green phosphate absorbance. AID 493091. inhibition, % at 20 µM. Q9GZU7;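 active = inhibition above about 50% at 20 µM, limit read from the data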;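 also: plate controls were DMSO wells with enzyme for no effect and wells lacking enzyme for full effect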
# Target sequence (Q9GZU7 76-261 limits assumed): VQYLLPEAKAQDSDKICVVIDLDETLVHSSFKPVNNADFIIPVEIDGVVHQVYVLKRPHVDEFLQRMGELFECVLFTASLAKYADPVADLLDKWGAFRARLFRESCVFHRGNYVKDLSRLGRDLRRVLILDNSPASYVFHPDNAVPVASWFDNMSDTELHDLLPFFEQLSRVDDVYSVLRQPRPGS
#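 assay system = SCP-1 phosphatase catalytic domain, residues 76-261 | buffer or medium = 50 mM Tris acetate pH 5.5, 0.005% Tween-20, 10 mM MgCl2 | incubation = enzyme reaction 45 min at room temperature, colour 5 min, stabilisation 30 min | signal = Phosphate-binding colour reagent, absorbance read at 630 nm | measure = % inhibition at 20 µM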
# DNMT1 block: blocks human DNA methyltransferase DNMT1; DNMT1 molecular beacon, Hinp1I cleavage, fluorescence; P26358; inhibition (reported as % activation of signal), % at 10 µM; AID 588458; actives 0.83% (n = 360,000); in the data active = inhibition above about 50%
# Neddylation inh: blocks human cullin neddylation; TR-FRET cullin neddylation, biochemical; calls only at 25 µM; actives 0.58% (n = 360,000); in the data active = inhibition above about 36%
# Rpn11 block: Rpn11 (human) deubiquitinase inhibition; O00487; actives 0.59% (n = 360,000); calls only at 20 µM; human 26S proteasome, Ub4-pepOG fluorescence polarization; 20S core pre-blocked with epoxomicin;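 active = inhibition at 20 µM, scaled to each plate's controls, above about 33%, limit read from the data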
# LMPTP block: blocks human LMPTP phosphatase | recombinant LMPTP-A, OMFP fluorogenic substrate, fluorescence intensity | inhibition, % at 20 µM | actives 0.22% (n = 360,000);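 active = compounds that cut the enzyme signal by at least half of the control window in the single-dose screen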;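 also: plate controls were DMSO wells with enzyme plus substrate for no effect and substrate without enzyme for full effect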
#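 test system = LMPTP-A | amount = 0.625 nM LMPTP-A final | reagent = fluorogenic phosphatase substrate OMFP at 400 µM final | incubation = 50 min at room temperature | benchmarks = no-enzyme low control, uninhibited high control | medium = Bis-Tris pH 6.0, DTT, detergent | signal = fluorescence intensity of OMFP turnover product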
# Active calls of the source: *; i = inactive; . = no result given; + = active, no number. An unsorted share of the library (roughly 3.8% active in at least one column).
SMILES,SUMO1-SIM PPI,Rin1 Abl inh,NadD inh,STEP inh,CSN inh,Scp1 inh,DNMT1 block,Neddylation inh,Rpn11 block,LMPTP block
COc1cc2nc(=S)n3[nH]c(CCn4c(C)nc5ccccc54)nc3c2cc1OC,27,-1,12,3,2,-2,-2,i,i,4.5
O=C(/C=C/c1cc([N+](=O)[O-])ccc1OC(F)F)NCc1ccc(Cl)cc1,-7,1,1,-2,-3,-7,4,i,i,1.8
O=C(OCC(=O)N1CCN(C(=O)c2ccco2)CC1)c1cncc(Br)c1,3,3,-2,-3,-1,-1,-1,i,i,-0.4
CCN1CCN(C(=O)Cn2nc(-c3ccc(Cl)cc3)ccc2=O)CC1,-18,-2,-5,16,2,-7,0,i,i,-0.1
COc1ccc(CNC(=O)c2cc(C(=O)C3CC3)c[nH]2)cc1,2,12*,1,0,-4,-7,2,i,i,0.4
Cc1ccc(NC(=O)COC(=O)Cn2c(C)csc2=O)cc1S(=O)(=O)N1CCOCC1,0,4,-4,-2,4,-3,2,i,i,1.0
O=C(c1cc(C2CC2)nn1-c1ccccc1)N1CCN(c2ncc(C(F)(F)F)cc2Cl)CC1,6,-1,10,1,-2,-6,-4,i,i,3.5
O=C(NCc1ccc2c(c1)OCO2)c1cc2n(n1)C(C(F)(F)F)CC(c1ccc3c(c1)OCO3)N2 (stereo not drawn),-1,1,-6,-3,-3,-11,-6,i,i,2.5
Cc1cc(OCC(=O)Nc2ccc(N3CCN(C(=O)c4ccco4)CC3)cc2)cc(C)c1Cl,-1,-3,3,-3,18,32,-3,i,i,1.8
Cc1cccc(N2C(=O)C(O)=C(C(=O)c3cccs3)C2c2cccc(Oc3ccccc3)c2)n1 (stereo not drawn),6,0,14,4,0,-4,0,i,i,36
C=CCC[C@H](CCCCC)OC(=O)/C=C/[C@H](O)[C@@H](O)C[C@@H](O)CC=C,2,.,-6,.,0,.,.,i,.,-1.5
O=C(/C=C/c1ccco1)Nc1ccccc1N1CCCCC1,-1,0,-5,3,1,-5,0,i,i,1.4
CSc1nc(C)c(C(=O)Nc2ccccc2)c(-c2ccco2)c1C#N,9,-1,-8,3,-2,-2,1,i,i,0.0
CCN(C(=O)CSc1nc2ccccc2c(=O)n1Cc1ccc(C)cc1)C1CCS(=O)(=O)C1 (stereo not drawn),0,0,0,5,-5,-3,0,i,i,1.0
COCCNC(=O)C(Cc1c[nH]c2ccccc12)NC(=O)OCc1ccccc1 (stereo not drawn),2,-2,-12,-5,6,0,3,i,i,-1.4
COc1ccc(/C(N)=N/OC(=O)CCC2CCCC2)cc1,-2,1,-6,0,6,-2,0,i,i,3.8
Oc1ccc(-c2csc(Nc3ncccn3)n2)cc1,5,0,-4,-3,-9,-2,-4,i,i,-1.0
O=C(N/N=C\c1cc([N+](=O)[O-])ccc1N1CCOCC1)c1ccccn1,-23,-4,-3,-1,-3,-7,1,i,i,-0.8
O=C1Nc2ccccc2C(=O)N(C2CCCC2)C1C(=O)NC1CC1 (stereo not drawn),-4,.,.,.,-4,.,.,i,.,-0.9
Cc1cc(/C=C2/SC(=O)N(CC(=O)OC(C)C)C2=O)c(C)n1C,-28,-2,6,3,1,-10,-5,i,i,0.7
O=C(N/N=C\c1cccc(OC(=O)c2ccco2)c1)c1ccc2c(c1)OCO2,-1,-2,-5,7,-5,4,4,i,i,-0.8
COc1cccc(CNC(=S)Nc2cc(OC)ccc2OC)c1,2,4,2,8,-18,-3,0,i,i,0.4
CCOC(=O)N1CCN(S(=O)(=O)c2c(C)cc(C)cc2C)CC1,-1,-2,5,-1,2,-14,-1,i,i,0.8
O=C(CN(Cc1ccc(F)cc1)S(=O)(=O)c1ccccc1)N1CCCCC1,2,-2,-6,-6,4,3,0,i,i,0.4

# 3 entries drawn at random from the list so far:
SMILES,SUMO1-SIM PPI,Rin1 Abl inh,NadD inh,STEP inh,CSN inh,Scp1 inh,DNMT1 block,Neddylation inh,Rpn11 block,LMPTP block
O=C(CN(Cc1ccc(F)cc1)S(=O)(=O)c1ccccc1)N1CCCCC1,2,-2,-6,-6,4,3,0,i,i,0.4
COc1cccc(CNC(=S)Nc2cc(OC)ccc2OC)c1,2,4,2,8,-18,-3,0,i,i,0.4
CSc1nc(C)c(C(=O)Nc2ccccc2)c(-c2ccco2)c1C#N,9,-1,-8,3,-2,-2,1,i,i,0.0

# The results go on:
SMILES,SUMO1-SIM PPI,Rin1 Abl inh,NadD inh,STEP inh,CSN inh,Scp1 inh,DNMT1 block,Neddylation inh,Rpn11 block,LMPTP block
Cc1ccc(CNC(=O)c2ccccc2NC(=O)CSc2nnnn2C)cc1,0,2,-4,19,1,3,-1,i,i,-1.0
O=C(NCCc1ccccc1)C1CCCN(S(=O)(=O)c2cccc3nsnc23)C1 (stereo not drawn),-22,1,-7,-6,-9,-1,14,i,i,-0.5
COc1ccc(/C=C/c2c(-c3cccc(C)c3)oc3ccc(N4CCOCC4)cc23)cc1,-1,2,18,2,2,4,-5,.,i,3.2
CC(NC(=O)CN1CCN(C(=O)c2cccs2)CC1)c1ccc(F)cc1F (stereo not drawn),0,3,-2,0,0,3,4,i,i,-0.4
O=C(CSc1nnnn1-c1ccccc1)Nc1ccc(Cl)cc1,0,-3,-1,1,0,-7,14,i,i,-1.8
Cc1cccc(C(=O)OCC(=O)NC(=O)Cc2ccccc2)c1O,-2,3,-6,0,-3,-10,-1,i,i,1.6
CN(CCOc1ccccc1)C(=O)C1CCN(C(=O)c2ccc(F)cc2)CC1,1,-2,6,-1,3,-5,0,i,i,-0.4
O=C(c1ccccc1)c1ccc(OCCCCN2CCCCC2)cc1,2,0,-3,2,5,-4,4,i,i,0.0
CCCCCOP(=O)(OCCCCC)C1(NS(=O)(=O)c2ccccc2)C=CC(=O)c2ccccc21 (stereo not drawn),-2,0,7,4,-1,-14,-9,i,i,2.3
CCCCN(CC)CCNC(=O)c1cc2c(C)nc3ccccc3c2o1,2,-2,-5,2,-1,-14,15,i,i,2.0
COc1ccc(Cl)cc1S(=O)(=O)N1CCN(C(=O)c2cc(OC)c(OC)c(OC)c2)CC1,-1,-3,-2,-4,5,-7,-5,i,i,0.0
Cc1ccc(C(=O)CCC(=O)N2CCC(C(N)=O)CC2)s1,-6,0,-5,2,-3,-6,10,i,i,-1.5
COc1ccccc1-c1sc2ccccc2c1-c1ccccc1OC,-10,0,-4,7,2,-8,-5,i,i,1.7
Cc1cccc(S(=O)(=O)NCCc2cn3ccccc3n2)c1,-1,0,0,3,-1,-10,1,i,i,-0.6
CCCN(CCC)Cc1c(C(=O)N/N=C/C(C)=C\c2ccccc2)nnn1-c1nonc1N,3,0,10,-1,4,4,-3,i,i,1.4
CSCC[C@H](NC(=O)C1CCN(S(=O)(=O)c2ccc(C)cc2)CC1)C(=O)NCC1CCCO1 (stereo partly drawn),2,1,4,-2,1,-3,2,i,i,-0.6
COCCNC(=O)C1CCCN(Cc2ccc(C)cc2)CC1 (stereo not drawn),-2,-5,2,-2,-3,.,-1,i,i,-1.5
COc1cc(S(=O)(=O)Nc2cccc(C)c2)ccc1NC(=O)c1cccnc1,18,-2,-2,-1,-11,-2,-4,i,i,1.0
Cc1ccc(Cn2nc3c4cc(F)ccc4n(Cc4ccc(F)cc4)cc-3c2=O)cc1,0,0,11,0,-11,-7,46,i,i,0.3
Cc1nnc(-c2cnn(C)c2N)n1Cc1cccc(Cl)c1,-3,3,-1,-5,0,-5,4,i,i,-1.6
CSc1nnc(-c2cnccn2)n1CCCN1CCCC1=O,-1,-2,0,-1,-5,-4,-3,i,i,-1.1
CCCn1c(=O)c(C(=O)NNC(=O)c2cccc([N+](=O)[O-])c2)c(O)c2ccccc21,-22,-1,0,0,3,-14,-4,i,i,2.6
COc1cc(OC)cc(C(=O)NCC(=O)OCc2csc(-c3ccccc3)n2)c1,-3,-1,0,0,8,-8,8,i,i,1.9
COc1ccc(OCC(=O)NNC(=O)c2ccccn2)cc1,2,5,4,-2,1,-8,1,i,i,-2.5
O=C(c1ccc(N2C(=O)C3CCCCC3C2=O)cc1)N1CCCCC1 (stereo not drawn),-1,-2,3,-6,0,-4,5,i,i,-1.3
Cc1nnc(SCC(=O)NC23CC4CC(CC(C4)C2)C3)n(N)c1=O,-1,1,-3,1,4,-3,1,i,i,-2.2
CC(=O)c1ccc(N2CCN(c3ccc(C(F)(F)F)cn3)CC2)cc1,-5,-3,1,2,-2,-6,4,i,i,-0.9
CCOC(=O)c1cnc2c(Cl)c(Cl)ccc2c1NCCN1CCOCC1,-20,0,-5,2,0,-2,6,i,i,1.3
c1ccc(OCCOc2cccc3cccnc23)cc1,-5,-3,2,0,-8,-7,1,i,i,0.7
O/N=C/c1ccccc1Oc1ccc(Cl)cc1,3,2,-2,-1,-4,-11,4,i,i,0.1
COCCSc1nc(N)c2c3c(sc2n1)CN(C)CC3,-10,-1,0,6,5,-1,-5,+,i,2.0
CN(C)C(=O)OCC1COc2ccccc2O1 (stereo not drawn),0,2,-5,-3,4,-10,2,i,i,-1.7
CCCCOc1ccc(N(CC(=O)NC2CCCC2)C(=O)CCC(=O)Nc2ccccn2)cc1,-1,2,-9,4,-4,-12,-5,i,i,0.0
Cc1c(Cl)cccc1NC(=S)N(CCCN1CCOCC1)Cc1cccs1,-3,2,-8,-1,-3,-2,-2,i,i,-3.3
CNC(=S)N1N=C(c2ccc(C)cc2)CC1c1ccc(N(C)C)cc1 (stereo not drawn),-7,1,-11,1,-1,-5,-2,i,i,0.5
CCC(=O)Nc1cccc(C(=O)OCC(=O)c2ccccc2Cl)c1,0,-3,-2,0,0,-4,-7,i,i,0.6
CS(=O)(=O)c1cccc(-c2nnc(NC(=O)C3=COCCO3)o2)c1,4,2,-1,3,0,-5,-2,i,i,-0.9
O=C1CSCN1c1cc(Cl)ccc1Cl,2,3,-7,0,-9,-4,4,i,i,-1.8

# Looked up above.
# In LMPTP block, COc1cc(OC)cc(C(=O)NCC(=O)OCc2csc(-c3ccccc3)n2)c1 reads 1.9
# In DNMT1 block, COc1ccccc1-c1sc2ccccc2c1-c1ccccc1OC reads -5
# In Scp1 inh, O=C(NCc1ccc2c(c1)OCO2)c1cc2n(n1)C(C(F)(F)F)CC(c1ccc3c(c1)OCO3)N2 (stereo not drawn) reads -11
# In NadD inh, COc1ccc(Cl)cc1S(=O)(=O)N1CCN(C(=O)c2cc(OC)c(OC)c(OC)c2)CC1 reads -2
# In Scp1 inh, CCC(=O)Nc1cccc(C(=O)OCC(=O)c2ccccc2Cl)c1 reads -4
# In Rin1 Abl inh, CCN1CCN(C(=O)Cn2nc(-c3ccc(Cl)cc3)ccc2=O)CC1 reads -2
# In LMPTP block, Cc1cc(OCC(=O)Nc2ccc(N3CCN(C(=O)c4ccco4)CC3)cc2)cc(C)c1Cl reads 1.8

# Bioassay records as filed in PubChem.
